GAA glycogen – inhibitors or activators of human alpha-glucosidase glycogen cleavage | P10253 | recombinant GAA, glycogen substrate, Amplex Red glucose oxidase fluorescence | Potency, µM (series often up to 76.4 µM), without a hit: top-dose activity change, negative = inhibition, usual class: inhibitors | 300,000 compounds, 0.38% hits; active means well fitted inhibition curve with a large enough effect; inconclusive means small, poorly fitted or top-dose-only effect, or another doubt; inactive means no such curve, though single readings can be large or run the other way;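 further: 0% = full enzyme reaction and -100% = no-enzyme basal signal; the screen sought inhibitors and activators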
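qHTS, 1536-well; enzyme 4 nM final; cpd up to 77 uM; substrate bovine liver glycogen 30 ug; 50 mM citrate/phosphate pH 5.0, 0.01% Tween-20; 37 C, 40 min; Amplex Red detection 45 min RT; Hill fit → AC50.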
Starred values were filed as active, the others as inactive; ? = inconclusive; [ ] = remark or other dose. Potency means the concentration at half of the fitted maximal effect.

| SMILES | GAA glycogen |
| --- | --- |
| COc1cc(CCC(=O)OCC(=O)Nc2ccc(C)cc2Br)cc(OC)c1OC | 2% |
| Cc1cc([N+](=O)[O-])ccc1NC(=O)C(C)NC1CCCCC1 (configuration not stated) | 1%[76.3 µM] |
| O=S(=O)(NC(=S)c1ccccc1)c1ccc(F)cc1 | 1%[76.3 µM] |
| O=C(NCCc1ccccc1)c1ccc2c(=O)[nH]c3c(C(=O)NCC4CCCO4)sc(=S)n3c2c1 (configuration not stated) | -5%[76.3 µM] |
| CCc1noc(C)c1C(=O)N1CCC(CCC(=O)Nc2cccc(OC)c2)CC1 | -1%[76.3 µM] |
| CCN(CC(=O)Nc1c(F)cccc1F)C(=O)c1ccc(=O)n(Cc2ccccc2)n1 | 2%[76.3 µM] |
| Cc1ccc(C(=O)NC2CCCCCCC2)c(Cl)c1 | 1%[76.3 µM] |
| O=C(NC1CCCCCC1)c1ccc2c(c1)sc1nc(-c3ccccc3)cn12 | 14%[76.3 µM] |
| COc1cc(/C=N/NC(=O)CCC(=O)Nc2ccc(F)cc2)ccc1O | 2% |
| O=C1CCCCN1CCCC(=O)N1CCCC(Nc2ccccc2)C1 (configuration not stated) | -11%[76.3 µM] |
| CCc1nc(-c2cc(S(=O)(=O)N3CCN(c4ccccc4F)CC3)ccc2OC)no1 | 9%[76.3 µM] |
| CN1CCN(C(=O)c2ccc3c(c2)NC(=O)/C(=C/c2ccccc2)S3)CC1 | 0%[76.3 µM] |
| Cc1ccc(NC(=O)NCCN2CCCCC2)cc1 | 4%[76.3 µM] |
| CCN(C(=O)CCS(=O)(=O)c1cc2c(cc1C)NC(=O)CO2)c1cccc(C)c1 | 8%[76.3 µM] |
| COc1ccc(NC(=O)NC2CCCc3ccccc32)c(OC)c1 (configuration not stated) | 3%[76.3 µM] |

Continuation.
| SMILES | GAA glycogen |
| --- | --- |
| COc1ccccc1NC(=O)NC1(C(=O)N2CCCCC2)CCCCC1 | 1%[76.3 µM] |
| COCCCC1CCN(C(=O)c2cc(COc3cc(C)ccc3C)on2)CC1 | -15%[76.3 µM] |
| Cc1cccc(NC(=O)c2cc(NC(=O)C3CCCCC3C(=O)O)ccc2N2CCOCC2)c1 (configuration not stated) | -2%[76.3 µM] |
| Cn1cnnc1SCC(C)(C)NS(=O)(=O)c1ccc(Cl)cc1 | 1% |
| Cn1c(=O)[nH]c(=O)c2c1nc(NN)n2CCOc1ccccc1 | 4% |
| O=C(Nc1ccc(S(=O)(=O)Nc2ncccn2)cc1)C1CC(=O)N(c2ccc(Cl)cc2)C1 (configuration not stated) | -4% |
| COc1ccccc1N1CCN(C(=O)c2cc(=O)c3c(C)cc(C)cc3o2)CC1 | 4% |
| O=C(NCCc1c[nH]c2ccccc12)c1ccc(F)cc1F | -11%[76.3 µM] |
| c1ccc(C2CNCCc3ccccc32)cc1 (configuration not stated) | -4% |
| COc1cc2ccccc2cc1C(=O)N/N=C/c1ccc2c(c1)OCO2 | 3%[76.3 µM] |
| COc1cc(OC)c(NC(=O)c2noc3c2CSc2ccccc2-3)cc1Cl | -12%[76.3 µM] |
| COc1ccccc1C(=O)Nc1cccc(C(=O)N2CCOCC2)c1 | -8%[76.3 µM] |
| Cc1cc(C(=O)N/N=C/c2ccc3ccccc3c2)n[nH]1 | -3%[76.3 µM] |
| COCc1c(C(=O)N/N=C/c2ccc(C)o2)nnn1-c1nonc1N | -2% |
| Cc1oc(-c2ccccc2F)nc1CS(=O)CC(=O)NCc1ccc(F)cc1 (configuration not stated) | -10%[76.3 µM] |

Other records follow:
| SMILES | GAA glycogen |
| --- | --- |
| COc1ccc(NC(=O)/C(C#N)=C/c2ccc[nH]2)c(OC)c1 | -1%[76.3 µM] |
| Cc1ccc(S(=O)(=O)N2CCN(CC(O)COc3ccccc3)CC2)cc1 (configuration not stated) | -6%[76.3 µM] |
| NC(=O)C1CCN(C(=O)CC2(CC(=O)O)CCCC2)CC1 | 0% |
| O=C(C[n+]1cc(Br)cc(Br)c1)c1ccc(-c2ccccc2)cc1 | 0% |
| Cc1ccc(S(=O)(=O)N[C@@H](C)C(=O)N2CCC(C(=O)N[C@@H](Cc3ccccc3)C(=O)O)CC2)cc1 | -1%[76.3 µM] |
| CCc1cc2c(CN(C)Cc3ccccc3F)cc(=O)oc2cc1O | -6% |
| Cc1ccc(S(=O)(=O)Nc2ccccc2C(=O)NCC2CCCO2)cc1 (configuration not stated) | -3%[76.3 µM] |
| COc1ccc(Oc2coc3cc(O)ccc3c2=O)cc1 | 4%[76.3 µM] |
| Cc1cc(=O)oc2cc(NC(=O)c3cccc(S(=O)(=O)N(C)C)c3)ccc12 | 2% |
| COc1cc(S(=O)(=O)NC2CCCC2)ccc1-n1cnnn1 | 6% |
| O=C(N/N=C/c1cccc(Br)c1)C1CC(=O)N(c2ccccc2)C1 (configuration not stated) | 2% |
| O=C(NCC1CCN(Cc2cccc(Cl)c2)CC1)Nc1ccccc1Cl | 0% |
| CCN(CC)CCCNC(=O)c1[nH]c2ccccc2c1Sc1ccc(Cl)cc1 | 0% |
| Cc1ccc(C(C)C)c(OCCNCc2ccccc2)c1 | 16%[76.3 µM] |
| CCOC(=O)N1C(=O)[C@@](CC)(c2ccccc2)N1C(=O)OCC | 14%[76.3 µM] |

The list goes on.
| SMILES | GAA glycogen |
| --- | --- |
| Cc1ccccc1NC(=O)c1sc2nc(N3CCOCC3)c3c(c2c1N)CCCC3 | -2%[76.3 µM] |
| COC(=O)Cn1cnc2c(cnn2-c2ccc(OC)cc2)c1=O | 6%[76.3 µM] |
| CC[C@@]1(c2ccccc2)C(=O)N(C(=O)OC)N1C(=O)OC | -3%[76.3 µM] |
| Cc1ccc(N(C)S(=O)(=O)c2c[nH]c3ccc([N+](=O)[O-])cc23)cc1 | -19%[76.3 µM] |
| COc1ccc(CCNC(=O)Nc2ccc(F)cc2F)cc1OC | -3% |
| Cc1ccccc1CNC(=O)CCC(=O)N1CCSc2ccccc21 | 16%[76.3 µM] |
| CC1Cc2cc(S(=O)(=O)NCc3ccccc3Cl)ccc2N1C(=O)C1CCC1 (configuration not stated) | 5%[76.3 µM] |
| Cc1cc2oc(=O)cc(CNc3ccccc3F)c2cc1O | 2% |
| Cc1nc(NC(=O)C2CC2)sc1C(=O)Nc1ccccc1 | 1%[76.3 µM] |
| O=C(CSc1nnc2c(n1)[nH]c1ccccc12)Nc1nncs1 | -10% |
| CCOC(=O)c1ccc(NC(=O)CSc2cc(-c3ccccc3)nc(C)n2)cc1 | 12%[76.3 µM] |
| CCc1ccc(N(CC(=O)NC(C)(C)C)C(=O)CCC(=O)Nc2ccccn2)cc1 | -13%[15.3 µM] |
| CCOc1ccc(NC(=O)CCC(=O)c2ccc(F)cc2)cc1 | -1%[76.3 µM] |
| CC1(C)Oc2ccc(C(=O)NNC(=O)Nc3ccccc3)cc2NC1=O | 1% |
| O=C(N/N=C/c1ccc(OC(=O)c2cccc(Br)c2)cc1)c1cccnc1 | 2% |

(next part)
| SMILES | GAA glycogen |
| --- | --- |
| Cc1ccc(C(=O)NC(C)C2CC3CCC2C3)c(C)c1 (configuration not stated) | -3%[76.3 µM] |
| Cc1[nH]n(-c2ccccc2)c(=O)c1N=Nc1ccc(C#N)cc1 | -10% |
| COc1ccc([N+](=O)[O-])cc1NC(=O)CCS(=O)(=O)c1ccc(Br)cc1 | 4% |
| CCOc1ccc(OCC(=O)Nc2ccc(N3CCCCC3)cc2)cc1 | -4%[76.3 µM] |
| Cc1ccccc1NC(=O)Nc1ccccn1 | -9%[76.3 µM] |
| CCCCc1cc(=O)oc2cc(C)cc(OCC(=O)NCCN3CCOCC3)c12 | -1%[76.3 µM] |
| Cc1ccc(-c2nnn(CC(=O)N(c3ccccc3F)C(C(=O)NC3CCCC3)c3ccncc3)n2)o1 (configuration not stated) | 2% |
| O=C(CCSCc1cnn(-c2ccccc2)c1-n1cccc1)NCc1ccccc1Cl | 13%[76.3 µM] |
| COc1cccc(NC(=O)c2cc(S(=O)(=O)N3CCc4ccccc43)cn2C)c1 | 9%[76.3 µM] |
| CN(CC(=O)Nc1ccc(S(N)(=O)=O)cc1)C1CCCCC1 | -4%[76.3 µM] |
| CC(=O)N1CCN(C(=O)c2oc3ccccc3c2C)CC1 | -9%[76.3 µM] |
| Cc1cccc(NC(=O)c2ccc(S(=O)(=O)NCc3cccnc3)cc2)c1C | 2% |
| Cc1cc(SCC(=O)N/N=C/c2ccc(O)cc2O)nc2ccccc12 | -7%[76.3 µM] |
| O=S1(=O)CCOCCCN1Cc1cccc(C(F)(F)F)c1 | 17%[76.3 µM] |
| Clc1cccc(OCCn2ccnc2)c1 | 0%[76.3 µM] |

(more compounds)
| SMILES | GAA glycogen |
| --- | --- |
| CCC(NC(=O)Cc1c(C)c2c(cc(C)c3c(C)c(C)oc32)oc1=O)C(=O)O (configuration not stated) | -10% |
| COc1ccccc1OCC(=O)NCC1CCCN(Cc2cnn(C(C)C)c2)C1 (configuration not stated) | 3%[76.3 µM] |
| CCCc1cc(=O)[nH]c(SCC(=O)Nc2nonc2C)n1 | 0% |
| Cc1cc(S(=O)(=O)N2CCOCC2)ccc1OCC(=O)N1CCC(C)CC1 | -4% |
| CC(=O)C1=C(O)C(=O)N(Cc2ccccc2)C1c1ccc(F)cc1 (configuration not stated) | 1% |
| Cc1cc(C)c(C#N)c(OCC(=O)Nc2ccccc2)n1 | 6% |
| Cc1cccc(Nc2nnc(SCC(=O)c3ccc(O)cc3O)s2)c1 | -2%[76.3 µM] |
| O=C(/C=C/c1ccc2c(c1)OCCO2)N1CCN(c2ccc(F)cc2)CC1 | -12% |
| Cc1onc(-c2ccccc2)c1C(=O)N1CCCC(C(F)(F)F)C1 (configuration not stated) | -11%[76.3 µM] |
| COc1ccc(CCNC(=O)c2coc(=O)c(Br)c2)cc1 | -1% |
| C/C(=N/NS(=O)(=O)c1cc(C)ccc1C)c1c[nH]c2ccccc12 | -3%[76.3 µM] |
| CN(C(=O)Cn1nc(C(=O)O)c2ccccc2c1=O)c1ccccc1 | -5%[76.3 µM] |
| COC(=O)C1=CN(Cc2ccc(OC)c(OC)c2)C=C(C(=O)OC)C1c1ccc(O)cc1 | 2%[76.3 µM] |
| CC(C)NC(=O)C1(S(=O)(=O)c2ccccc2)CC=CC1 | -2%[76.3 µM] |
| CC(C)n1cc(CN2CCCC(C(=O)Nc3ccccc3Oc3cccnc3)C2)cn1 (configuration not stated) | 1%[76.3 µM] |

(continued)
| SMILES | GAA glycogen |
| --- | --- |
| Cc1cccc(NC(=O)CSc2nc3ccc(NC(=O)c4cccs4)cc3s2)c1 | -4%[76.3 µM] |
| O=[N+]([O-])c1ccc(O)c(P(=O)(c2ccccc2)c2ccccc2)c1 | -2% |
| CSc1ccccc1NC(=O)c1noc(C)c1[N+](=O)[O-] | -8%[76.3 µM] |
| O=C(c1ccc(Cl)s1)N1CCN(C23CC4CC(CC(C4)C2)C3)CC1 | -10%[76.3 µM] |
| O=C(N/N=C/c1cccc(OCc2ccccc2)c1)c1ccc(Br)o1 | 0%[76.3 µM] |
| O=C(COc1ccc([N+](=O)[O-])cc1)N1CCC(c2nc3ccccc3s2)CC1 | -12%[76.3 µM] |
| CCOC(=O)c1ccc(NC(=S)NNC(=O)c2cc(-c3cccnc3)nc3ccccc23)cc1 | ? |
| Cc1cccc(C)c1N1C(=O)CCC(C)(C)C1=O | 0% |
| CC1=C(C(=O)N2CCN(c3cccc(Cl)c3)CC2)C2(CCCCC2)OC1=O | 2%[76.3 µM] |
| O=C(NCC(c1cccs1)N1CCOCC1)C1CCN(S(=O)(=O)c2ccccc2C(F)(F)F)CC1 (configuration not stated) | -5%[76.3 µM] |
| COc1ccc(C2=C(C)C(=NCCCN3CCN(c4cc(C)ccc4C)CC3)NS2(=O)=O)cc1 | -4%[76.3 µM] |
| COc1ccc(CCN2CCCC(CN(C)Cc3cc(OC)c(OC)c(OC)c3)C2)cc1 (configuration not stated) | 11%[76.3 µM] |
| CSCCCN1CCC(n2nccc2NC(=O)CCCc2ccccc2)CC1 | 0%[76.3 µM] |
| CNC(=O)COc1ccc(Nc2nnc(-c3ccc(C)c(S(N)(=O)=O)c3)c3ccccc23)cc1 | 1% |
| COc1ccc(CN(Cc2cccnc2)S(=O)(=O)c2ccc(-n3cnnn3)c(OC)c2)cc1 | 0%[76.3 µM] |

More structures:
| SMILES | GAA glycogen |
| --- | --- |
| O=c1[nH]c(O)c(/C=C2\C=Nc3ccc(Br)cc32)[nH]1 | 3%[76.3 µM] |
| Cc1cc2c(cc1S(=O)(=O)CCC(=O)Nc1cccc(C(F)(F)F)c1)OCC(=O)N2 | 6%[76.3 µM] |
| OCCN1CCN(c2nc(-c3ccccc3)c3cc(Br)ccc3n2)CC1 | 7% |
| CC(=O)Nc1ccc2c(c1)nc(CCN1CCN(c3ccccn3)CC1)n2C | 6% |
| CC(C)CN(C(=O)c1cccc([N+](=O)[O-])c1)c1c(N)n(CC(C)C)c(=O)[nH]c1=O | 4% |
| COc1ccc2nc(NC(=O)Nc3ccccc3OC)sc2c1 | -15%[76.3 µM] |
| COP(=O)(c1ccc(N(C)C)cc1)C(O)c1ccccc1 (configuration not stated) | 0% |
| Cc1ccc(F)cc1NC(=O)CSc1nc(Nc2ccccc2)nc(N2CCOCC2)n1 | 0%[76.3 µM] |
| COc1ccccc1-n1c(SCC(=O)N2CCOCC2)nc2ccccc2c1=O | -5% |

A draw from above in order of count of non-hydrogen atoms, smallest number first.
| SMILES | GAA glycogen |
| --- | --- |
| COP(=O)(c1ccc(N(C)C)cc1)C(O)c1ccccc1 (configuration not stated) | 0% |
| COc1ccc2nc(NC(=O)Nc3ccccc3OC)sc2c1 | -15%[76.3 µM] |
| OCCN1CCN(c2nc(-c3ccccc3)c3cc(Br)ccc3n2)CC1 | 7% |
| COc1ccccc1-n1c(SCC(=O)N2CCOCC2)nc2ccccc2c1=O | -5% |
| Cc1ccc(F)cc1NC(=O)CSc1nc(Nc2ccccc2)nc(N2CCOCC2)n1 | 0%[76.3 µM] |

Not all compounds are listed. The share of hits here may be higher or lower than overall.
